M4 PAM: human M4 muscarinic receptor positive allosteric modulators, primary screen, CHO-K1 cells, Fluo-8 calcium fluorescence | Muscarinic acetylcholine receptor M4 (Homo sapiens), P08173 | CHO-K1 hM4/Gqi5, ACh EC20; 0% = ACh EC20, 100% = maximal ACh | activation, % at 3 µM | 0.4% of 360,000 active | AID 624126, 2012;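 active = activation above its plate's cutoff, the mean activation of sample wells plus 3 SD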; also: some results filed as inactive read as strong as hits
Target sequence (P08173 whole entry, looked up): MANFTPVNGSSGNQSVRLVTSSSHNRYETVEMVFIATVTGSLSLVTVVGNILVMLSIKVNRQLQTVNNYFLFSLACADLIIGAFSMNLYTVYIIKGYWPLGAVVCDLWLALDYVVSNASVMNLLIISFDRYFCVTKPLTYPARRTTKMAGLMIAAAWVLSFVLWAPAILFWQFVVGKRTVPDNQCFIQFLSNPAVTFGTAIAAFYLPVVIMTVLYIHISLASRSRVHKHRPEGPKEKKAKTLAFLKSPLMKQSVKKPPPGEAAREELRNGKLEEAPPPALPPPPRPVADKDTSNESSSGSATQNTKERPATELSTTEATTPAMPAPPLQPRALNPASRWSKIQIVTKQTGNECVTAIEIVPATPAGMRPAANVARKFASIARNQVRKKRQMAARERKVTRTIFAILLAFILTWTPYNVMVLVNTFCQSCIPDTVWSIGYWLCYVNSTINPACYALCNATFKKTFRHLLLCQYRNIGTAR
CHRM5 agonist: human M5 muscarinic receptor agonists, primary screen, CHO-K1 cells, Fluo-8 calcium fluorescence | activation, % at 3 µM | CHO-K1 hM5 cells; 0% DMSO wells, 100% maximal acetylcholine response | Muscarinic acetylcholine receptor M5 (Homo sapiens), P08912 | 0.19% of 360,000 active | AID 624037, 2012;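 active = activation above the run's mean over test compounds plus 3 SD, cut at about 23% in these data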;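 also: signal is peak over basal fluorescence ratio across the kinetic read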
M5 PAM: human M5 muscarinic receptor positive allosteric modulators, primary screen, CHO-K1 cells, Fluo-8 calcium fluorescence | Muscarinic acetylcholine receptor M5 (Homo sapiens), P08912 | CHO-K1 hM5, ACh EC20 PAM; 0% = ACh EC20, 100% = ACh EC100 | activation, % at 3 µM | 0.3% of 360,000 active;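 active = activation above the run cutoff, the mean activation of all test compounds plus 3 SD, cut at about 18% in these data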
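Probe or stimulus: acetylcholine, EC20 level; Assay system: human M5 receptor in CHO-K1 cells; Schedule: compound preincubation 140 s before EC20 acetylcholine addition; Technique: intracellular calcium via Fluo-8 fluorescence; Dosing: single-point, 3 µM nominal; Read-out basis: percent activation from peak-over-basal fluorescence ratio, scaled EC20-to-EC100 acetylcholine; Repeats: one well per compound, no replicates.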
CHRM1 antagonist: human M1 muscarinic receptor antagonists, primary screen, CHO-K1 cells, Fluo-8 calcium fluorescence, 1536-well. CHO-K1 hM1, ACh EC80 antagonist. inhibition, % at 3 µM. 1.3% of 360,000 active;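 active = percent inhibition above its own plate's cutoff, namely the mean of that plate's compound wells plus 3 SD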;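 also: peak over basal fluorescence ratio during 140 s after agonist addition; 0% = ACh EC80 plus DMSO and 100% = DMSO alone without agonist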
Target sequence (P11229 whole entry, looked up): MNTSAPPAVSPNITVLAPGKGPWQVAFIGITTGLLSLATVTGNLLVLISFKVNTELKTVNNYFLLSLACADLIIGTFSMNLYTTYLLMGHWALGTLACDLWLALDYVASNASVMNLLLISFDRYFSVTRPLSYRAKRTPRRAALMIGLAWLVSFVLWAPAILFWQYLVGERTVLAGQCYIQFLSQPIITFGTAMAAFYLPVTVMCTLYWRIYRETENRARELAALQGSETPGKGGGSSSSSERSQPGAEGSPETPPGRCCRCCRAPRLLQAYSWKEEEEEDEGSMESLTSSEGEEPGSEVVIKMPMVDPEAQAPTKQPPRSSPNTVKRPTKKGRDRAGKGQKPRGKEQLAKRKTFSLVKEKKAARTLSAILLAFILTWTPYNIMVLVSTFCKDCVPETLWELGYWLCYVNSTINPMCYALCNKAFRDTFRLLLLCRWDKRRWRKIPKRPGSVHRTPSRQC
CHRM4 agonist: human M4 muscarinic receptor agonists, primary screen, CHO-K1 cells, Fluo-8 calcium fluorescence; Muscarinic acetylcholine receptor M4 (Homo sapiens), P08173; AID 624127, 2012; CHO-K1 hM4/Gqi5; vehicle 0%, full acetylcholine response 100%; 0.14% of 360,000 active; activation, % at 3 µM;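 active = activation above the run mean over all test wells plus 3 SD, cut at about 32% in these data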;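 also: peak over basal fluorescence ratio per well then scaled between controls; 0% = DMSO wells and 100% = acetylcholine at EC100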
CRFR2-BP ag: agonists of CRF-BP/CRF-R2 complex, primary screen, cell-based, HEK293, calcium dye fluorescence, uHTS; calcium dye fluorescence (FLIPR); percent of saturating CRF peptide response; CRF-binding protein / CRF receptor 2 complex (human); 0.46% of 350,000 active; activation, % at 13.2 µM; AID 588473, 2011;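 active = activation of at least 50%, plus an integration ratio under a set limit after plate pattern correction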;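 also: plate controls were neutral control wells without compound for no effect and CRF at EC100 for full effect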
M5 antag: human M5 muscarinic receptor antagonists, primary screen, CHO cells, Fluo-8 calcium fluorescence; 0.59% of 360,000 active; Muscarinic acetylcholine receptor M5 (Homo sapiens), P08912; inhibition, % at 3 µM; AID 624040, 2012; CHO-hM5 cells, ACh EC80;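 active = inhibition above a per-plate cutoff, the mean of that plate's test compounds plus 3 SD, cut at about 27% in these data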;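 also: 0% = acetylcholine EC80 with DMSO and 100% = DMSO without agonist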
CHRM1 PAM: human M1 muscarinic receptor positive allosteric modulators, primary screen, CHO-K1 cells, Fluo-8 calcium fluorescence, 1536-well; Muscarinic acetylcholine receptor M1 (Homo sapiens), P11229; CHO-K1 hM1, ACh EC20; 0% = ACh EC20, 100% = maximal ACh; activation, % at 3 µM; 0.088% of 360,000 active; in the data active = activation above about 19%, passing the limit was not always enough
CHRM4 antagonist: human M4 muscarinic receptor antagonists, primary screen, CHO cells, Fluo-8 calcium fluorescence; Muscarinic acetylcholine receptor M4 (Homo sapiens), P08173; inhibition, % at 3 µM; CHO-hM4 cells, ACh EC80; 0.73% of 360,000 active; AID 624125, 2012;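 active = inhibition above its plate's cutoff, the mean inhibition of sample wells plus 3 SD, cut at about 27% in these data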;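 also: 0% = acetylcholine EC80 with DMSO and 100% = DMSO without agonist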
* = called active by the depositor; / = no result given. Rows are unselected; about 2.8% have a hit in one of these screens.

Each structure is followed by: M4 PAM	M5 antag	CHRM5 agonist	CHRM1 PAM	CHRM4 agonist	CHRM4 antagonist	CHRM1 antagonist	CRFR2-BP ag	M5 PAM
> CN(C)c1ccc(CN(C(=O)C2COc3ccccc3O2)C2CCS(=O)(=O)C2)cc1 (stereo not given)
    9	0	2	7	2	3	-12	1.1	-1
> CCOc1ccccc1N1CCN(C(=O)CC(C)C)CC1
    -1	-4	2	7	0	7	-5	0.1	2
> O=C(O)c1ccccc1NC(=O)c1cc(-c2ccccc2)nc2ccccc12
    2	-5	6	7	14	-22	-6	1.6	11
> COc1cc(C(=S)NC2CCCCC2)ccc1O
    7	10	-4	-25	0	-5	100*	-0.9	-6
> C[C@H](CO)N1C[C@H](C)[C@@H](CN(C)S(=O)(=O)c2ccccc2C#N)OCc2cn(nn2)CCCC1=O
    6	-1	1	3	1	-3	-3	-2.5	2
> CCCCCCCCCCCCN1[C@@H](CC(C)=O)c2cc(F)ccc2S1(=O)=O
    8	0	0	7	1	-9	-3	2.3	-1
> CC(C)[C@H](NC(=O)c1ccccc1)C(=O)OCC(=O)c1c(N)n(C)c(=O)n(C)c1=O
    -2	19	2	-12	2	9	29*	-0.4	-3
> Cc1ccc(Cn2ccc(NC(=O)C3C4CCC(C4)C3C(=O)O)n2)cc1 (stereo not given)
    3	2	0	-1	0	-4	4	-0.4	-2
> CN(C)c1nc(Oc2ccc(=O)n(-c3ccccc3)n2)nc(N2CCOCC2)n1
    19	-6	0	7	0	-12	-9	1.6	3
> COc1cccc2cc(C(=O)C3=C(O)C(=O)N(c4cc(C)on4)C3c3cccs3)oc12 (stereo not given)
    12	6	3	11	3	5	-4	34	-2
> CNc1nc(CC(C)=O)ns1
    0	3	2	3	1	2	4	-0.5	0
> CCN(Cc1ccncc1)C(=S)Nc1ccc(Cl)cc1
    16	3	4	5	5	-10	-6	1.2	-6
> Cc1cccc(NC(=O)CSc2nc(N)c(NC(=O)c3ccccc3F)c(=O)[nH]2)c1
    -4	2	-2	4	0	2	-10	1.1	1
> CCNc1ccc2c(Cl)cc(=O)oc2c1
    -4	6	-1	-2	0	5	-4	1.9	-10
> O=C(Nc1cccnc1)c1ccc(C(=O)Nc2cccnc2)cc1
    7	6	4	18	2	-15	-22	4.8	12
> Cc1cc(C(=O)c2ccccc2)c(NC(=O)CCl)s1
    0	9	-3	-1	-1	2	3	2.0	-1
> O=C(COC(=O)C12CC3CC(CC(C3)C1)C2)Nc1ccc([N+](=O)[O-])cc1Cl
    9	-9	0	10	0	-5	-10	0.6	3
> COC(=O)C1=NNC2(C)C(=O)N(c3ccc(C)cc3)C(=O)C12 (stereo not given)
    11	6	1	17	0	6	-14	4.2	3
> COC(=O)CCNC(=O)CCc1ccc(S(=O)(=O)N2CCCCCC2)cc1
    9	1	0	4	2	-12	4	0.1	10
> COc1cccc(CC(=O)N2CCCC(CCC(=O)N3CCN(c4ccccn4)CC3)C2)c1 (stereo not given)
    3	-7	2	-7	10	-7	-2	-0.3	-8
> COC(C[C@H]1O[C@H]1C(=O)[C@H](C)OCc1ccccc1)OC
    14	-2	2	16	1	2	-11	4.6	7
> CCOC(=O)c1cc(C)n(-n2cnnc2)c1C
    13	-2	-1	8	1	1	-7	-0.8	0
> COc1c2ccoc2nc2c(OC)cccc12
    6	-1	3	6	-1	2	-8	-1.0	1
> CN(C)c1ccc(/C=N\Nc2ccccn2)cc1
    -5	4	3	3	1	1	-7	-0.5	-5
> N/C(=N\OC(=O)c1ccc(Cl)cc1)c1nonc1N
    0	4	-1	-7	0	4	-3	0.2	-6
> OCCCn1c(C2CCCN2c2nc(-c3ccc(Cl)cc3)cs2)nc2cc(Cl)c(Cl)cc21 (stereo not given)
    3	9	1	5	1	-10	-1	1.2	6
> CCOC(=O)c1cnc(SC)nc1Oc1cccc(NS(=O)(=O)c2ccc(Cl)cc2)c1
    13	1	-1	1	0	-5	0	4.7	-4
> COc1nc2c(c(-c3cc(Br)cs3)c1C#N)Cc1ccccc1-2
    -3	-8	5	9	0	2	0	2.5	4
> O=C(Cn1cncc1-c1ccc([N+](=O)[O-])cc1)Nc1cccc2ccccc12
    -4	1	-3	3	1	5	-8	-2.0	2
> COCCNC(=O)C1CC(=O)N(C2CCCC2)C1 (stereo not given)
    5	9	-4	6	0	-5	-1	2.3	-3
> Cc1ccc(CN(C)C(=O)CN2C(=O)NC3(CCCC3)C2=O)o1
    0	7	1	8	0	-1	-5	-1.0	1
> CCCN(CCC)S(=O)(=O)c1ccc(C(=O)N2CCCc3ccccc32)cc1
    -20	8	-2	-17	8	4	5	0.0	-6
> COc1cccc(/C=N\NC(=O)c2ccc(Cn3cc(Br)c([N+](=O)[O-])n3)o2)c1O
    -4	-8	-3	4	8	-6	-19	-0.7	-3
> O=C(CC1C(=O)NCCN1C(=O)Nc1ccc(C(F)(F)F)cc1)Nc1ccc(F)cc1 (stereo not given)
    8	3	3	19	1	-7	-24	-0.2	8
> O=C(NCc1ccco1)C1CCCN1C(=O)Nc1ccccc1[N+](=O)[O-] (stereo not given)
    -2	1	-1	5	1	-2	-5	-0.5	-2
> COc1ccc(-c2cc(C(=O)N3CCCCCC3)c3cc(C)ccc3n2)cc1
    -11	-9	1	6	10	-7	-11	2.1	4
> COc1ccc(-c2cnc(C(N)=O)c(=O)[nH]2)cc1
    4	-2	0	16	0	-16	-18	2.0	4
> Cc1nc(SC(C(=O)c2ccccc2)c2ccccc2)nc2ccccc12 (stereo not given)
    4	2	3	7	0	-8	-8	0.9	-3
> CCOC(=O)c1[nH]c(C)c(/C(O)=C2\C(=O)C(=O)N(CCN(C)C)C2c2ccncc2)c1C (stereo not given)
    9	1	3	2	1	-7	7	0.1	2
> CCOC(=O)/C(C#N)=C/Nc1ccsc1C(C)=O
    12	12	3	7	1	-15	-19	0.3	3

17 successive records already listed:
Each structure is followed by: M4 PAM	M5 antag	CHRM5 agonist	CHRM1 PAM	CHRM4 agonist	CHRM4 antagonist	CHRM1 antagonist	CRFR2-BP ag	M5 PAM
> CN(C)c1ccc(/C=N\Nc2ccccn2)cc1
    -5	4	3	3	1	1	-7	-0.5	-5
> N/C(=N\OC(=O)c1ccc(Cl)cc1)c1nonc1N
    0	4	-1	-7	0	4	-3	0.2	-6
> OCCCn1c(C2CCCN2c2nc(-c3ccc(Cl)cc3)cs2)nc2cc(Cl)c(Cl)cc21 (stereo not given)
    3	9	1	5	1	-10	-1	1.2	6
> CCOC(=O)c1cnc(SC)nc1Oc1cccc(NS(=O)(=O)c2ccc(Cl)cc2)c1
    13	1	-1	1	0	-5	0	4.7	-4
> COc1nc2c(c(-c3cc(Br)cs3)c1C#N)Cc1ccccc1-2
    -3	-8	5	9	0	2	0	2.5	4
> O=C(Cn1cncc1-c1ccc([N+](=O)[O-])cc1)Nc1cccc2ccccc12
    -4	1	-3	3	1	5	-8	-2.0	2
> COCCNC(=O)C1CC(=O)N(C2CCCC2)C1 (stereo not given)
    5	9	-4	6	0	-5	-1	2.3	-3
> Cc1ccc(CN(C)C(=O)CN2C(=O)NC3(CCCC3)C2=O)o1
    0	7	1	8	0	-1	-5	-1.0	1
> CCCN(CCC)S(=O)(=O)c1ccc(C(=O)N2CCCc3ccccc32)cc1
    -20	8	-2	-17	8	4	5	0.0	-6
> COc1cccc(/C=N\NC(=O)c2ccc(Cn3cc(Br)c([N+](=O)[O-])n3)o2)c1O
    -4	-8	-3	4	8	-6	-19	-0.7	-3
> O=C(CC1C(=O)NCCN1C(=O)Nc1ccc(C(F)(F)F)cc1)Nc1ccc(F)cc1 (stereo not given)
    8	3	3	19	1	-7	-24	-0.2	8
> O=C(NCc1ccco1)C1CCCN1C(=O)Nc1ccccc1[N+](=O)[O-] (stereo not given)
    -2	1	-1	5	1	-2	-5	-0.5	-2
> COc1ccc(-c2cc(C(=O)N3CCCCCC3)c3cc(C)ccc3n2)cc1
    -11	-9	1	6	10	-7	-11	2.1	4
> COc1ccc(-c2cnc(C(N)=O)c(=O)[nH]2)cc1
    4	-2	0	16	0	-16	-18	2.0	4
> Cc1nc(SC(C(=O)c2ccccc2)c2ccccc2)nc2ccccc12 (stereo not given)
    4	2	3	7	0	-8	-8	0.9	-3
> CCOC(=O)c1[nH]c(C)c(/C(O)=C2\C(=O)C(=O)N(CCN(C)C)C2c2ccncc2)c1C (stereo not given)
    9	1	3	2	1	-7	7	0.1	2
> CCOC(=O)/C(C#N)=C/Nc1ccsc1C(C)=O
    12	12	3	7	1	-15	-19	0.3	3

(further entries)
Each structure is followed by: M4 PAM	M5 antag	CHRM5 agonist	CHRM1 PAM	CHRM4 agonist	CHRM4 antagonist	CHRM1 antagonist	CRFR2-BP ag	M5 PAM
> CC1CCCN(c2c3c(nc4ccccc24)CCCC3)C1 (stereo not given)
    -3	-5	-4	9	0	-6	-10	-0.4	5
> CC(C)(C)n1nnnc1C(c1ccccc1)N1CCN(c2ccc(F)cc2)CC1 (stereo not given)
    7	4	0	/	1	4	/	/	-3
> COc1ccc(-c2cc(C3CCN(Cc4ccc([N+](=O)[O-])cc4)CC3)[nH]n2)cc1
    -7	15	-1	6	5	2	-4	-1.5	-3
> Cc1ccccc1NC(=O)COC(=O)c1ccccc1SCC(=O)N1CCCC1
    0	12	-5	1	6	0	4	-2.9	-7
> Cc1ccc(O)c(C(=O)c2cnc3c(c2)c(=O)n(C)c(=O)n3C)c1
    5	5	0	-2	2	-3	6	1.3	3
> O=C(COC(=O)CC1CCCC1)Nc1ccc(OC(F)F)cc1
    5	4	-5	3	1	0	0	-0.8	1
> Cc1cc(N=Cc2c(O)n(-c3cccc(Cl)c3)c(=O)c3ccccc23)no1
    -2	-3	-2	-7	2	5	12	2.5	2
> COc1ccc(S(=O)(=O)N2CCc3ccccc32)cc1C(=O)Nc1ccc(NC(C)=O)cc1
    8	7	1	2	2	12	5	-0.1	0
> NC(=S)N=Nc1c(O)n(CC(=O)Nc2ccccc2)c2ccccc12
    -4	0	-5	8	2	-8	-17	0.0	-1

Entries of single compounds as entered above.
Cc1nc(SC(C(=O)c2ccccc2)c2ccccc2)nc2ccccc12 (stereo not given) is listed with M4 PAM = 4; M5 antag = 2; CHRM5 agonist = 3; CHRM1 PAM = 7; CHRM4 agonist = 0; CHRM4 antagonist = -8; CHRM1 antagonist = -8; CRFR2-BP ag = 0.9; M5 PAM = -3
O=C(CC1C(=O)NCCN1C(=O)Nc1ccc(C(F)(F)F)cc1)Nc1ccc(F)cc1 (stereo not given) is listed with M4 PAM = 8; M5 antag = 3; CHRM5 agonist = 3; CHRM1 PAM = 19; CHRM4 agonist = 1; CHRM4 antagonist = -7; CHRM1 antagonist = -24; CRFR2-BP ag = -0.2; M5 PAM = 8

Assay outcomes as filed in PubChem BioAssay.
